PolyA inh: yeast polyadenylation inhibition. S. cerevisiae SKY197-pL101 polyadenylation reporter, beta-gal luminescence; efflux-impaired pdr1/pdr3 knockout yeast; score 100 = 6 SD above DMSO. hit rate 0.02% among 300,000. calls only at 12 µM;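 active = lowest replicate activity score at least 50, where 100 means six control SD above control mean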;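 note: yeast exposed to compound for 9 h at 30 °C; higher score means more reporter readthrough which indicates perturbed polyadenylation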
GSK3B inh: blocks human GSK3beta kinase activity; P49841; GST-GSK3beta kinase, ADP-Glo luminescence, 60 min; stronger effect = lower value; activity score (negative = inhibition), % at 10 µM; hit rate 0.038% among 300,000;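 active = more than half of replicate wells score below -50%, meaning over 50% inhibition versus plate controls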;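 note: 0% = median DMSO wells and -100% = median GW8510 positive control wells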
Target sequence (P49841 whole entry, looked up): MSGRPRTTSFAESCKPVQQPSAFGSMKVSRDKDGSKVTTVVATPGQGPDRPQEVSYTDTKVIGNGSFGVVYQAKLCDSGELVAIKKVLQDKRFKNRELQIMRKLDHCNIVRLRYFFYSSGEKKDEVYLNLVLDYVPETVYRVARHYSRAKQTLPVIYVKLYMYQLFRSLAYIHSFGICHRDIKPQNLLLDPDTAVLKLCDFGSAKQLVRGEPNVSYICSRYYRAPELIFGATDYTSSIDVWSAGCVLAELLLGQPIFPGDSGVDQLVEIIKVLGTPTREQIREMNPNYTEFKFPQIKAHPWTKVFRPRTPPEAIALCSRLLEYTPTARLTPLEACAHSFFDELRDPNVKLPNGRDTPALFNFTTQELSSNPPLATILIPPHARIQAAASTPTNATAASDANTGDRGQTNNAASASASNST
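Assay system: GST-tagged human GSK3beta kinase, cell-free; Input: 1.6 ng GSK3beta; Medium: Tris/MgCl2 kinase buffer; Timing: 60 min enzyme reaction, room temperature; Signal: ADP-Glo luminescence quantifying ADP generated by kinase; Evaluation: score relative to plate controls; Benchmarks: DMSO neutral wells and GW8510 at 20 µM as positive.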
IEC-6 tox: kills IEC-6 intestinal cells in KLF5 counter-screen | IEC-6 cytotoxicity, luminescence viability | inhibition, % at 5 µM | hit rate 0.78% among 290,000 | AID 1825; in the data active = inhibition above about 22%;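 note: 0% = plate median of test compound wells and 100% = cytotoxic reference compound wells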
aSyn UTR inh: MLPCN primary screen, SNCA 5' untranslated region; inhibition, % (tested at 7.5 µM); alpha-synuclein 5'UTR reporter, inhibitor activity; hit rate 0.82% among 300,000; AID 1813; in the data active = inhibition above about 60%;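 note: H4 neuroglioblastoma cells stably carrying SNCA 5'UTR luciferase fusion; 0% = DMSO wells and 100% = positive control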
GSK3A inh: human GSK-3 alpha kinase inhibition; P49840; ADP-Glo luminescence, 60 min; inhibition, % at 10 µM; hit rate 0.1% among 320,000;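 in the data active = inhibition above about 50%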;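 note: GST-tagged GSK-3 alpha with peptide substrate and 25 µM ATP; 0% = DMSO neutral wells and 100% = GW8510 positive control wells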
Target sequence (P49840 whole entry, looked up): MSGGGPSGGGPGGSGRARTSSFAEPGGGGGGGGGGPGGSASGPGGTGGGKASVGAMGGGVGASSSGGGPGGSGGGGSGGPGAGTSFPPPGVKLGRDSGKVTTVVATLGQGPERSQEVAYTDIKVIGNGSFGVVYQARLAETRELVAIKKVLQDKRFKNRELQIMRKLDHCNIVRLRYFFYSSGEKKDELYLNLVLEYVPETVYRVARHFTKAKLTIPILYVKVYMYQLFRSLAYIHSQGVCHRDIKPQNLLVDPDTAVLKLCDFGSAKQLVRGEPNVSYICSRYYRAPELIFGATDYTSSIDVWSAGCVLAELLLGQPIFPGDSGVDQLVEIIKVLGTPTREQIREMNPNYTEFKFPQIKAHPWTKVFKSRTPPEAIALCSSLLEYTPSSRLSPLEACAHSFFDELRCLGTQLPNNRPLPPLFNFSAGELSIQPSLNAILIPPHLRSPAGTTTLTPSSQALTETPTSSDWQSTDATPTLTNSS
AI-2 QS modul: Vibrio harveyi AI-2 quorum sensing modulation; Vibrio harveyi JMH597 AI-2 luminescence/OD600 ratio, 9 h; stronger effect = lower value; strain lacks LuxN and CqsS sensors; 0 = neutral-control median; activity change, % at 7.5 µM; hit rate 0.4% among 300,000; in the data active = activity change below about -75%, passing the limit was not always enough;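 note: luminescence divided by OD600 gain over 9 h not by final OD600 alone; inactives centre near 13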
HSF-1 act: increases HSF-1 driven luciferase reporter signal; hit rate 1.7% among 300,000; activation, % at 9 µM; AID 504408; NIH3T3-HGL HSF-1 luciferase reporter, MG132, 8 h; 100% = twice DMSO control signal;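 active = mean replicate activation of at least 50% with a set share of replicates each reaching 50%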;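 note: 0% = median of the neutral control wells and 100% = twice that signal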
HSP90 inh: HSP90 refolding inhibition in rabbit reticulocyte lysate | luciferase refolding luminescence, 3 h | inhibition, % at 5.6 µM | hit rate 0.91% among 290,000;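 active = inhibition above the screen-wide mean plus 3 SD, computed separately per campaign, cut at about 16% in these data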;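 note: 0% = DMSO wells and 100% = 60 µM geldanamycin wells; inhibitors lower the luminescence because luciferase stays unfolded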
KLF5 inh: inhibitors of KLF5 expression; inhibition, % at 5 µM; hit rate 0.23% among 290,000; DLD-1 KLF5 promoter-luciferase reporter, luminescence;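 active = inhibition above a per-plate limit of that plate's mean compound inhibition plus 3 SD, cut at about 60% in these data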;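 note: 0% = DMSO wells and 100% = LY294002 at 200 µM; higher means less KLF5 promoter-driven luciferase light; inactives centre near -14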
HSF1 inhib: HSF1 inhibition | hit rate 0.77% among 300,000 | activity change, negative = inhibition, % at 7.5 µM (by protocol) | NIH3T3-HGL HSE-luciferase, MG132-induced, luminescence 8 h; stronger effect = lower value;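 active = more than half of replicate wells show activity change below -50%, luminescence cut by over half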;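 note: luciferase reports HSF-1 transcriptional activity via heat shock element; 0% = median of DMSO wells and -100% = zero luminescence signal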
Numbers without * were called inactive; i = inactive; · = no result given.

(1) CC(C)c1nc2ccc(C(=O)O)cc2[nH]1
(2) COc1ccc(-n2nc(C(=O)NCC(=O)N3CCOCC3)c3ccccc3c2=O)c(OC)c1
(3) CSc1ccccc1NC(=O)c1noc2c1CCC2
(4) CC(C)N1C(=O)S/C(=C/c2ccccc2OCc2ccc(C(=O)O)cc2)C1=O
(5) CCOCCCNC(=O)c1ccc(Cn2c(=S)[nH]c3c([nH]c4ccc(OC)cc43)c2=O)cc1
(6) CC(C)(C#N)Cc1cc(CC(C)(C)C#N)cc(C(C)(C)C)c1

compound no.	1	2	3	4	5	6
PolyA inh	i	i	i	i	i	i
GSK3B inh	4	-2	2	2	0	0
IEC-6 tox	-6	-2	-1	1	1	-4
aSyn UTR inh	-6	-6	-103	9	25	19
GSK3A inh	1	0	1	-2	-1	0
AI-2 QS modul	12	26	-3	119	-12	15
HSF-1 act	-53	-4	22	2	-3	-1
HSP90 inh	38*	6	1	-1	3	0
KLF5 inh	-6	-8	-26	-22	-21	11
HSF1 inhib	-43	-16	2	10	2	-2

Reformatted with two lines to a compound: entries from further up.
Values run as follows: PolyA inh | GSK3B inh | IEC-6 tox | aSyn UTR inh | GSK3A inh | AI-2 QS modul | HSF-1 act | HSP90 inh | KLF5 inh | HSF1 inhib
3: CSc1ccccc1NC(=O)c1noc2c1CCC2
    i | 2 | -1 | -103 | 1 | -3 | 22 | 1 | -26 | 2
2: COc1ccc(-n2nc(C(=O)NCC(=O)N3CCOCC3)c3ccccc3c2=O)c(OC)c1
    i | -2 | -2 | -6 | 0 | 26 | -4 | 6 | -8 | -16
4: CC(C)N1C(=O)S/C(=C/c2ccccc2OCc2ccc(C(=O)O)cc2)C1=O
    i | 2 | 1 | 9 | -2 | 119 | 2 | -1 | -22 | 10
6: CC(C)(C#N)Cc1cc(CC(C)(C)C#N)cc(C(C)(C)C)c1
    i | 0 | -4 | 19 | 0 | 15 | -1 | 0 | 11 | -2

The list goes on:
(7) CC(C)(C)NC(=O)C(c1ccncc1)N(Cc1cccs1)C(=O)Cn1nnc(-c2cccs2)n1 (stereo unspecified)
(8) O=C(Cn1cc(C(F)(F)F)ccc1=O)N1CCN(S(=O)(=O)c2ccccc2)CC1
(9) N#Cc1c(-c2ccccc2)ccnc1N1CCOCC1
(10) O=C(COC(=O)CCc1ccc(S(=O)(=O)N2CCOCC2)cc1)Nc1ccc(Cl)cn1
(11) O=C1C2C3c4ccccc4C(c4ccccc43)C2C(=O)N1Cc1ccccn1 (stereo unspecified)
(12) Brc1c(CSc2nncn2-c2ccccc2)nc2ncccn12

compound no.	7	8	9	10	11	12
PolyA inh	i	i	i	i	i	i
GSK3B inh	0	4	2	-18	0	2
IEC-6 tox	4	3	-2	-1	-4	-6
aSyn UTR inh	-34	0	5	9	2	-15
GSK3A inh	-6	1	-2	20	-2	-1
AI-2 QS modul	41	9	-8	28	-4	36
HSF-1 act	-3	-22	2	-5	-12	9
HSP90 inh	0	1	-2	-1	0	2
KLF5 inh	-15	-15	-11	13	-10	-8
HSF1 inhib	11	-6	1	-10	1	-1

(13) COc1ccc(/C=C/C(=O)NC(=S)NNC(=O)c2cccnc2)cc1
(14) COc1ccc(C(CNC(=O)c2cccc(NS(=O)(=O)c3ccc(Br)cc3)c2)N(C)C)cc1 (stereo unspecified)
(15) CCCNC(=O)NC(=O)CSc1nc2ccccc2n1CC(C)C
(16) CN1C(=O)/C(=C/c2cn(CC(=O)NCc3ccco3)c3ccccc23)NC1=S
(17) C=CCn1c(-c2c(C)nc3cc(C)ccn23)n[nH]c1=S
(18) CC1CCN(Cc2nc3c(c(=O)n(C)c(=O)n3C)n2CCCc2ccccc2)CC1

compound no.	13	14	15	16	17	18
PolyA inh	i	i	i	i	i	i
GSK3B inh	-1	-1	-4	·	0	0
IEC-6 tox	-1	·	4	9	-6	2
aSyn UTR inh	0	5	8	26	15	-2
GSK3A inh	-2	-1	-3	-2	-2	0
AI-2 QS modul	-2	7	12	·	0	15
HSF-1 act	-1	5	8	17	-4	-7
HSP90 inh	-2	·	-2	-2	-5	2
KLF5 inh	-68	·	10	18	-4	5
HSF1 inhib	-3	5	4	1	-2	1

(19) COc1ccccc1-n1c2nc3ccccc3nc2c2c(=O)n(-c3cc(C)cc(C)c3)cnc21
(20) O=C(Cc1nn[nH]n1)Nc1cc(Cl)cc(Cl)c1
(21) COc1ccc(CCNC(=O)c2ccc(CNS(=O)(=O)c3cccc(Cl)c3)cc2)cc1OC
(22) Cc1ccc(N2CC(C(=O)OCC(=O)c3ccc([N+](=O)[O-])cc3)CC2=O)cc1 (stereo unspecified)
(23) OCCN(/C=N/c1nc(-c2ccc(Br)cc2)cs1)CCO
(24) Cc1cccc(OCC(=O)NC(=S)N2CCCc3ccccc32)c1

compound no.	19	20	21	22	23	24
PolyA inh	i	i	i	i	i	i
GSK3B inh	6	6	-4	0	-1	-1
IEC-6 tox	-6	2	2	-1	-2	1
aSyn UTR inh	47	-5	18	-1	-93	-10
GSK3A inh	1	-4	0	-1	-1	-2
AI-2 QS modul	12	19	29	17	25	-11
HSF-1 act	-12	14	60*	-14	31	10
HSP90 inh	4	3	3	2	-1	3
KLF5 inh	-25	-25	-28	-19	-59	-1
HSF1 inhib	-1	-4	20	-7	10	-1

(25) CC(C)Oc1ccc(C(=O)/C=C2/C(=O)Nc3ccccc32)cc1
(26) Cc1nn(S(=O)(=O)N2CCOCC2)c(C)c1Br
(27) O=C(COc1ccc(Br)cc1)NCCNC(=O)c1cccnc1
(28) CSCCCNC(=S)Nc1ccc(N2CCOCC2)cc1
(29) CCOC(=O)Cc1csc(NC(=O)/C=C\c2ccccc2Cl)n1
(30) CC(/C=N/Nc1nncc(=O)[nH]1)=C\c1ccccc1

compound no.	25	26	27	28	29	30
PolyA inh	i	i	i	i	i	i
GSK3B inh	1	-2	-3	0	0	0
IEC-6 tox	-7	-1	6	-2	-6	0
aSyn UTR inh	-8	-18	-6	-61	-194	-22
GSK3A inh	-1	0	0	1	2	-1
AI-2 QS modul	9	2	10	-7	14	23
HSF-1 act	9	18	-22	17	-11	7
HSP90 inh	4	1	0	1	-1	1
KLF5 inh	-39	-16	3	-27	-65	0
HSF1 inhib	5	4	-1	9	-1	1

(31) COc1cc2c(cc1OC)CN(C(=O)/C=C/c1cccs1)CC2
(32) O=C1CCN(S(=O)(=O)c2ccccc2)CCN1CCOCc1cccc(F)c1
(33) Cc1csc(NC(=O)CSc2ncnc3c2cnn3-c2ccccc2Cl)n1
(34) CCOCCCN(C(=O)Cn1nnc(-c2ccc(C)o2)n1)C(C(=O)NC1CCCC1)c1ccco1 (stereo unspecified)
(35) COCCCNC(=O)CN(C1CCCCC1)S(=O)(=O)c1ccc(C)cc1
(36) COC(=O)c1sc(Nc2ccccc2)nc1C

compound no.	31	32	33	34	35	36
PolyA inh	i	i	i	i	i	i
GSK3B inh	2	1	2	0	0	0
IEC-6 tox	59*	·	-3	3	-1	-9
aSyn UTR inh	31	11	-37	15	-3	-157
GSK3A inh	0	-2	1	-2	2	2
AI-2 QS modul	7	13	11	21	12	26
HSF-1 act	8	-19	12	-9	6	31
HSP90 inh	4	·	3	5	2	-4
KLF5 inh	47	·	5	5	-20	-27
HSF1 inhib	-6	5	7	-2	4	27

(37) Cc1ccc(Cl)c(NC(=O)COC(=O)c2ccccc2C(=O)c2ccc(Cl)c([N+](=O)[O-])c2)c1Cl
(38) COc1ccc(C(=O)O)cc1S(=O)(=O)Nc1cccc(C)c1
(39) CN(C)S(=O)(=O)c1ccc(C(=O)Oc2cc(=O)[nH]c3ccccc23)cc1
(40) Brc1cccc(C2CC(c3ccccc3)n3nnnc3N2)c1 (stereo unspecified)
(41) COc1cccc(C(=O)NCCSc2c(C)[nH]c3ccccc23)c1OC
(42) O=C(NCc1ccco1)C(C(=O)c1ccccc1)n1ccccc1=O (stereo unspecified)

compound no.	37	38	39	40	41	42
PolyA inh	i	i	i	i	i	i
GSK3B inh	-9	1	4	-1	-1	-1
IEC-6 tox	12	0	5	0	7	0
aSyn UTR inh	-6	-2	12	-20	9	9
GSK3A inh	-4	-3	-1	0	-1	0
AI-2 QS modul	-1	36	28	-22	8	33
HSF-1 act	-5	-9	0	-11	-3	35
HSP90 inh	4	9	2	3	0	-7
KLF5 inh	-2	-21	-5	-17	-8	-15
HSF1 inhib	-5	-9	-3	-1	5	8

(43) COc1ccc(-c2ccc(SCC(=O)c3cccs3)nn2)cc1OC
(44) CC(=O)C(C)Oc1ccc(Cc2ncc(C(F)(F)F)cc2Cl)cc1 (stereo unspecified)
(45) COc1ccc(C(=O)NN)cc1
(46) O=C(ONc1ccc(N=NC(=O)c2ccccc2O)cc1)c1ccccc1
(47) CC(OC(=O)C1CCCCC1)C(=O)Nc1cccc(Cl)c1 (stereo unspecified)
(48) COc1ccc(C(=O)N2CCOC2CNC(=O)C(=O)NCCc2ccccc2OC)cc1 (stereo unspecified)

compound no.	43	44	45	46	47	48
PolyA inh	i	i	i	i	i	i
GSK3B inh	1	4	3	-24	3	1
IEC-6 tox	4	-2	4	0	-5	-2
aSyn UTR inh	17	2	7	-86	12	5
GSK3A inh	-1	-2	1	-2	-3	-2
AI-2 QS modul	3	7	19	21	35	5
HSF-1 act	-7	5	-2	-18	-4	-6
HSP90 inh	3	-3	-1	-3	-4	1
KLF5 inh	-20	-8	-13	-32	-45	-17
HSF1 inhib	-5	-1	3	-2	4	0

(49) O=C(c1cc(COc2ccc(F)cc2Cl)on1)N1CC[C@@H]2CCCC[C@H]2C1
(50) COc1ccc(CNC(=O)CSc2ncnc3ccccc23)cc1OC
(51) COc1ccc(C(=O)NC(=S)Nc2cccc(Cl)c2N2CCOCC2)cc1[N+](=O)[O-]
(52) COc1ccc(C(=O)Nc2ncc3c(n2)CC(C)CC3=O)cc1 (stereo unspecified)
(53) CCC(C)NC(=O)CC1Oc2ccc(Cl)cc2NC1=O (stereo unspecified)
(54) Cc1ccc(S(=O)(=O)CCC(=O)OCc2ccc(S(=O)(=O)C(C)C)cc2)cc1

compound no.	49	50	51	52	53	54
PolyA inh	i	i	i	i	i	i
GSK3B inh	1	1	-3	1	-1	3
IEC-6 tox	0	1	1	-5	1	-2
aSyn UTR inh	-30	-10	-3	-5	-11	20
GSK3A inh	2	1	-1	-5	0	-2
AI-2 QS modul	13	14	19	13	34	39
HSF-1 act	14	4	10	10	0	-8
HSP90 inh	-3	-3	3	-1	1	-4
KLF5 inh	-7	-30	-9	-33	6	-11
HSF1 inhib	-3	-3	0	-2	3	3

(55) CCc1ccc(C2CC(c3ccccc3)Nc3nc(N)nn32)cc1 (stereo unspecified)
(56) Nc1nc2ccccc2n1CCOc1ccc(Cl)cc1
(57) O=C(COc1ccc2ccccc2c1)NNC(=O)Nc1ccc(F)cc1F
(58) COc1cccc(C(=O)Oc2ccc3c(C)cc(=O)oc3c2C(C)=O)c1

compound no.	55	56	57	58
PolyA inh	i	i	i	i
GSK3B inh	6	1	1	-4
IEC-6 tox	-3	-1	-9	-1
aSyn UTR inh	3	-3	-2	0
GSK3A inh	·	-3	0	0
AI-2 QS modul	-7	10	13	35
HSF-1 act	-5	21	-7	4
HSP90 inh	10	0	-4	-1
KLF5 inh	-17	-18	-39	-18
HSF1 inhib	-8	5	-7	-3

Screens: PubChem, several laboratories

A portion of the library; rates above refer to the full screens.
